HP1b chromo inh = blocks HP1-beta chromodomain binding to methylated histone tails; AlphaScreen HP1-beta / biotin-H3K9me3 peptide binding; Potency, µM (highest dose often 114 µM), without a hit: top-dose activity change, negative = inhibition, usual class: inhibitors; hit rate 0.56% among 390,000; AID 540317; further: potency means the concentration at half of the fitted maximal effect; nearly all actives have a fitted effect of over 70% in size; inactives centre near 23
Target sequence (P83916 whole entry, looked up): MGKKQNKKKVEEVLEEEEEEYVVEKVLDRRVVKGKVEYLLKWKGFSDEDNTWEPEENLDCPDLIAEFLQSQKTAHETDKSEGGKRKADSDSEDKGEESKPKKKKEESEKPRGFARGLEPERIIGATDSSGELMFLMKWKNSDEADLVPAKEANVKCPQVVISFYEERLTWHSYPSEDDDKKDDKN
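HP1-beta protein (50 nM final) preincubated 30 min at room temperature with biotinylated H3(1-18)K9me3 peptide (50 nM) in PBS pH 7.4, 0.01% Tween-20, then compound added for 30 min. AlphaScreen streptavidin donor/nickel chelate acceptor beads (10 ug/mL final), 30 min dark, luminescence read.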
TrxR1 inh = rat TrxR1 inhibition | recombinant rTrxR1, NADPH fluorescence consumption, selenite substrate | Potency, µM (highest dose often 114 µM), for inactives: at the highest dose activity change, negative = inhibition, usual class: inhibitors | AID 588453 | hit rate 1% among 390,000 | O89049; further: potency means the concentration at half of the fitted maximal effect; on the % scale 0 is the no-effect control and ±100 the full control effect; nearly all actives have a fitted effect of over 65% in size
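Rat TrxR1 (90 nM in the dispensed reagent) was pre-reduced with 400 uM NADPH for 5 min at room temperature, then incubated with compound for 15 min. After 400 uM selenite was added, NADPH fluorescence (Ex 340/Em 450 nm) was followed for 8 min.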
mIDH1 inhibitor = human IDH1 R132H inhibition. IDH1-R132H enzyme, NADPH consumption, diaphorase/resazurin fluorescence. Potency, µM (series often up to 76.6 µM), for the others: top-dose activity change, negative = inhibition, most hits filed as inhibitors. hit rate 0.093% among 390,000; further: potency means the concentration at half of the fitted maximal effect; on the % scale 0 is the no-effect control and ±100 the full control effect; nearly all actives have a fitted effect of over 65% in size
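IDH1-R132H (0.5 ug/mL dispensed) in pH 7.5 Tris buffer was preincubated 30 min with compound, then given a substrate mix of 0.016 mM NADPH and 2 mM alpha-KG for 80 min at room temperature; remaining NADPH was read by diaphorase/resazurin fluorescence.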
GLS inhibitor = glutaminase GLS (human) inhibition; O94925; GLS enzymatic activity, qHTS titration; hit rate 0.21% among 410,000; Potency, µM (top dose mostly 45.5 µM), without a hit: at the highest dose activity change, negative = inhibition, most hits filed as inhibitors; further: potency means the concentration at half of the fitted maximal effect; on the % scale 0 is the no-effect control and ±100 the full control effect
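hKGA in 45 mM KH2PO4 (pH 8.2), 0.02% Tween-20 with compound, then 1mM L-Glutamine (stock as added) plus glutamate oxidase/HRP/Amplex red coupling mix. Fluorescence read initially and after 30 min at RT; signal change reflects glutamate formation.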
Pin1 inh = human Pin1 inhibition; Q13526; Pin1 FP peptide displacement, HiFluor488, 10 min; Potency, µM (series often up to 115 µM), for inactives: at the top dose activity, negative = inhibition, hits mostly inhibitors; hit rate 0.009% among 390,000; AID 504891; active means well fitted inhibition curve with a large enough effect in the polarisation, with a control signal flat, not every such curve was filed as active; inconclusive means small, poorly fitted or top-dose-only effect, or effect the other way, or a change in a side signal; inactive means no such curve, though single readings can be large or run the other way; the % refers to the polarisation; further: potency means the concentration at half of the fitted maximal effect; on the % scale 0 is the no-effect control and ±100 the full control effect
USP1 inh = USP1/UAF1 (human) deubiquitinase inhibition; recombinant USP1/UAF1, Ub-Rhodamine cleavage fluorescence; Potency, µM (highest dose often 57.1 µM), for the others: top-dose activity change, negative = inhibition, hits mostly inhibitors; hit rate 0.23% among 390,000; further: potency means the concentration at half of the fitted maximal effect; on the % scale 0 is the no-effect control and ±100 the full control effect; nearly all actives have a fitted effect of over 60% in size; inactives centre near -12
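High-throughput fluorogenic screen: 1nM USP1/UAF1 complex, Ub-Rho substrate 150nM final, 50mM HEPES pH 7.8 with 0.5mM EDTA, 0.1 mg/ml BSA, 1mM TCEP and 0.01% Tween-20.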
TrxR1 substrate = rat thioredoxin reductase 1 substrate activity. purified TrxR1 substrate turnover, NADPH consumption readout. Potency, µM (doses to about 114 µM), for the others: at the top dose activity change, negative = substrate turnover. hit rate 0.01% among 390,000; further: potency means the concentration at half of the fitted maximal effect; on the % scale 0 is the no-effect control and ±100 the full control effect; nearly all actives have a fitted effect of over 50% in size
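Rat TrxR1, dispensed at 90 nM, was prereduced with 400 uM NADPH (final) for 5 min at ~22 deg C, then incubated with compound 15 min before 400 uM selenite. A first-read NADPH fluorescence drop versus no-compound background flagged substrates.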
Tb PGK inh = blocks T. brucei phosphoglycerate kinase. P07378. PGK/GAPDH coupled, Kinase-Glo luminescence, 60 min. Potency, µM (series often up to 57.5 µM), for inactives: at the top dose activity change, negative = inhibition, most hits filed as inhibitors. hit rate 0.043% among 380,000. AID 602233; further: potency means the concentration at half of the fitted maximal effect; on the % scale 0 is the no-effect control and ±100 the full control effect; nearly all actives have a fitted effect of over 60% in size
Target sequence (P07378 whole entry, looked up): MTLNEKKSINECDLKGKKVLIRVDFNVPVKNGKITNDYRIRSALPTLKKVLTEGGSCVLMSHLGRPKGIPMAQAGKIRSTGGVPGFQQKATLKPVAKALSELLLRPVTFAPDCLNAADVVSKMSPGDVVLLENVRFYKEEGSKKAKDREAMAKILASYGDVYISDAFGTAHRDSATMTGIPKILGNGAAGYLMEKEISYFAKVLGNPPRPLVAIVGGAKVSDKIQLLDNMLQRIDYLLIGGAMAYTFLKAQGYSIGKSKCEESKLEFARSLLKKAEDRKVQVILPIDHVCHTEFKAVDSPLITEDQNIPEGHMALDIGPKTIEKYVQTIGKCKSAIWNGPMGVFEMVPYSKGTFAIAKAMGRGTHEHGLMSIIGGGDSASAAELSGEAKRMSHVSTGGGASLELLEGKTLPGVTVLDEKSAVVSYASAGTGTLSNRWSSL
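Luminescent ATP detection (Kinase-Glo Plus) follows a 60-minute room-temperature incubation, with wells lacking PGK as controls. Buffer: 100 mM TEA (pH 7.6), 5 mM MgCl2, 0.01% Tween-20. Coupling enzyme GAPDH (100 nM final) supplies unstable 1,3-BPG in-well.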
PI4K2A block = blocks human PI4K2A kinase activity. Q9BTU6. purified PI4K2A, ADP-Glo luminescence, 1 h; active compounds read low. activity change, negative = inhibition, % at 76.9 µM. hit rate 0.13% among 420,000. AID 1346378; in the data active means activity change below about -50%; inconclusive means mostly about -30% to -49%;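 further: -100% = wells without enzyme as full effect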
Target sequence (Q9BTU6 whole entry, looked up): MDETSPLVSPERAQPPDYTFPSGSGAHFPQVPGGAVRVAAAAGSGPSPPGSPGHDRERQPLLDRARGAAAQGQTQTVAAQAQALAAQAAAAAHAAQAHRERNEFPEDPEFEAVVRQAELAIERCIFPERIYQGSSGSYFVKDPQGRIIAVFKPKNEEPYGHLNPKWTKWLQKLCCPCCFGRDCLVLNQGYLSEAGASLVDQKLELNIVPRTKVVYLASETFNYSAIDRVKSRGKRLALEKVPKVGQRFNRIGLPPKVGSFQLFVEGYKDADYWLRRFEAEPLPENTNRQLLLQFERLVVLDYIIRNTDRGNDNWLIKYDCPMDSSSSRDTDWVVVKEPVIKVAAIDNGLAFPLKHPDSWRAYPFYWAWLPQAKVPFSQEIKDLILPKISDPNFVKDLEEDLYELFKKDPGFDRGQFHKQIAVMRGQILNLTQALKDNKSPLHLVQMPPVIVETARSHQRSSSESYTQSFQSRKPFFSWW
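In this quantitative HTS, ADP production by PI4K2A was quantified luminescently after 1 h at ambient temperature; 100 microM adenosine served as plate-quality control.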
The depositor's hits bear a star; i = inactive; ? = inconclusive; nt = no result given; [ ] = another dose, or the depositor's remark. Unless noted, the call rests on the fitted dose curve; in most records, active means well fitted curve in the direction sought with a large enough effect; inconclusive means small, poorly fitted or top-dose-only effect, or another doubt; inactive means no such curve, though single readings can be large; an effect the other way counts as inactive or inconclusive. Not all compounds are listed (hit frequency here may not be typical).

SMILES	HP1b chromo inh	TrxR1 inh	mIDH1 inhibitor	GLS inhibitor	Pin1 inh	USP1 inh	TrxR1 substrate	Tb PGK inh	PI4K2A block
CCOc1ccc(C(=O)N2CCN(Cc3cc(=O)n4nc(-c5cccc(OC)c5)sc4n3)CC2)cc1	25.3%[57 µM]	12.7%[57.1 µM]	11.1%	5.4%	?	-29.5%	2.9%[57.1 µM]	-8.0%	1.4
CCN1CCN(C(=O)C2c3cc(OC)c(OC)cc3C(=O)N(C)C2c2ccc(SC)cc2)CC1 (centres undefined)	32.2%	?	0.5%	1.3%	-2.6%	-18.9%	-7.4%	-1.8%	1.7
CC(Nc1nc(-c2ccccc2F)nc2ccccc12)c1ccccc1 (centres undefined)	50.7%[activator]	12.5%	-0.3%	-1.0%	4.3%	?	-2.4%	0.0%	-5.2
CC(=O)Nc1ccc2c(O)cc(S(=O)(=O)O)cc2c1	?	15.9%	6.6%	10µM*	?	?	15.2%	-7.8%	-5.9
CCOC(=O)C1=C(COC(=O)/C=C/c2ccco2)NC(=O)NC1C (centres undefined)	?	?	1.0%	?	?	-10.5%	-0.4%	?	-7.0
CC1CC1C(=O)OCC(=O)Nc1cccc(Br)c1 (centres undefined)	-1.9%	14.2%[57.1 µM]	-1.2%	-1.9%	-1.1%	-16.3%	-4.5%[57.1 µM]	-3.1%	0.1
O=C(CSc1ccc([N+](=O)[O-])cn1)Nc1ccc2[nH]c(=O)[nH]c2c1	3.2%	-27.1%	-6.9%	7.5%	5.6%	-21.9%	-10.0%	1.1%	0.0
Nc1nonc1C(=O)N/N=C\c1cc2c(cc1Cl)OCO2	26.4%	15.0%	1.7%	-2.3%	52.4%[activator]	-24.9%	-1.3%	-2.9%	1.3
COc1ccc(CCN(Cc2nc(-c3ccccc3)no2)Cc2nc(-c3ccccc3)no2)cc1OC	61.6%[activator]	17.2%	-0.7%	2.1%	-7.9%	-7.9%	-2.1%	-9.7%	-0.3
COc1ccc(/C=N/NC(=O)C2C(=O)NCC2c2ccccc2)c(OC)c1 (centres undefined)	30.7%	2.0%	0.0%	-14.2%	-0.3%	-14.0%	-0.6%	-1.0%	-1.9

Taken from above.
In GLS inhibitor, COc1ccc(CCN(Cc2nc(-c3ccccc3)no2)Cc2nc(-c3ccccc3)no2)cc1OC reads 2.1%
In TrxR1 inh, Nc1nonc1C(=O)N/N=C\c1cc2c(cc1Cl)OCO2 reads 15.0%

More compounds follow:
SMILES	HP1b chromo inh	TrxR1 inh	mIDH1 inhibitor	GLS inhibitor	Pin1 inh	USP1 inh	TrxR1 substrate	Tb PGK inh	PI4K2A block
COc1ccc(C(=O)NCCc2nc3cc([N+](=O)[O-])ccc3n2C)cc1	35.4%	16.1%	-9.0%	-0.8%	0.1%	-7.5%	1.7%	-0.3%	-10.9
CS(=O)(=O)N(CC(=O)Nc1ccccc1C(=O)NCc1ccco1)c1ccc2c(c1)OCCO2	-5.3%	1.2%	3.4%	-8.0%	0.7%	-16.9%	1.2%	-6.0%	-1.4
COc1cc(OC)cc(C(=O)NCC(=O)NCC(c2ccco2)N2CCCCC2)c1 (centres undefined)	12.1%	-11.4%	5.4%	13.2%	-10.4%	2.0%	-12.5%	-5.1%	1.3
C[C@H](CO)N1C[C@H](C)[C@@H](CN(C)C(=O)Nc2ccc(F)cc2)Oc2ccc(NS(C)(=O)=O)cc2C1=O	30.4%	-11.3%[57.1 µM]	-9.9%	1.7%	-13.0%	2.6%	5.3%[57.1 µM]	4.3%	-3.7
Cc1cc(OCC(=O)Nc2ccc(N3CCN(C(=O)c4ccco4)CC3)cc2)cc(C)c1Cl	44.2%[activator]	27.9%	3.8%	2.6%	?	?	10.4%	nt	1.5
CCOC(=O)C(=O)N(CC)C1CCS(=O)(=O)C1 (centres undefined)	24.1%	29.6%	-2.0%	1.7%	32.9%[activator]	3.5%	-5.6%[57.1 µM]	-1.3%	-1.7
Cn1cc(CN2CCc3c([nH]c4ccccc34)C2C(C)(C)C)cn1 (centres undefined)	6.6%	1.8%[57.1 µM]	-2.7%	0.0%	-2.6%	4.1%	5.6%[57.1 µM]	5.5%	1.3
O=C(COC(=O)CNC(=O)C1CCCCC1)Nc1ccc2c(c1)OCCO2	39.0%	5.0%[57.1 µM]	-4.2%	-1.8%	-0.6%	-13.7%	9.2%	-8.1%	-1.1
O=C(/C=C/Nc1cccc(F)c1)c1ccco1	27.2%	-1.5%	0.3%	15.9%	-4.2%	-9.0%	0.1%	-10.0%	-8.9
Cc1cc(C)n(C(=O)c2nn(C)c(C)c2[N+](=O)[O-])n1	21.4%	5.6%	12.0%	-4.7%	0.6%	-17.5%	-3.2%	-0.8%	1.5
O=C(Nc1cccc(Cl)c1)Nc1ccc2nccnc2c1	31.5%[activator]	11.7%	-1.1%	0.1%	-2.0%	-18.9%	3.7%	-8.1%	-3.6
Cc1ccc(OC(=O)c2cc(=O)c3ccccc3o2)cc1	13.3%	-23.6%	0.5%	0.8%	9.4%	0.3%	-12.1%	5.5%	5.0
CC(C)(C)NC(=O)NC(=O)COC(=O)COc1ccc(Cl)cc1Cl	0.6%	3.0%	-3.7%	0.8%	1.4%	-25.5%	-4.2%	-2.9%	2.4
CCOc1ccc(-n2c(SCc3ccc(C(=O)OC)o3)nc3c(c2=O)SCC3)cc1	?	0.4%	-5.3%	2.7%	42.5%[activator]	-25.4%	-3.1%	1.3%	2.9
O=C(Nc1ccnn1C1CCN(Cc2cccc(F)c2F)CC1)C1CCCC1	4.7%	-7.4%	-0.8%	7.1%	-6.8%	-1.1%	-7.6%	-7.5%	-3.5
Cc1cc(C)c(S(=O)(=O)NCC(c2ccc(N(C)C)cc2)N2CCOCC2)c(C)c1 (centres undefined)	?	-1.5%[57.1 µM]	-6.0%	18.7%	-4.9%	8.6%	-0.5%[57.1 µM]	i	-3.3
CC1CC(c2ccccc2)NS(=O)(=O)O1 (centres undefined)	63.7%[activator]	22.7%	-4.0%	-11.0%	-0.5%	-24.7%	0.5%	0.0%	2.2
O=C(O)c1ccccc1/C=N/Nc1ccc(S(=O)(=O)N2CCCC2)cc1[N+](=O)[O-]	-1.9%	?	-1.1%	18.1%	-0.3%	-10.0%	-19.0%	-12.6%	-21.0
CCCC(=O)Nc1sc2c(c1C#N)CCCCC2	6.0%	22.2%	3.5%	12.3%	-6.5%	-12.4%	6.0%	-2.0%	1.9
COC(=O)[C@H](Cc1ccccc1)NC(=O)c1ccc2ccccc2n1	41.9%	1.1%[57.1 µM]	5.7%	-12.7%	2.9%	-10.3%	5.0%[57.1 µM]	-8.2%	-3.7

In another format: results already given
CC1CC(c2ccccc2)NS(=O)(=O)O1 (centres undefined)
  HP1b chromo inh = 63.7%[activator] | TrxR1 inh = 22.7% | mIDH1 inhibitor = -4.0% | GLS inhibitor = -11.0% | Pin1 inh = -0.5% | USP1 inh = -24.7% | TrxR1 substrate = 0.5% | Tb PGK inh = 0.0% | PI4K2A block = 2.2

O=C(O)c1ccccc1/C=N/Nc1ccc(S(=O)(=O)N2CCCC2)cc1[N+](=O)[O-]
  HP1b chromo inh = -1.9% | TrxR1 inh = ? | mIDH1 inhibitor = -1.1% | GLS inhibitor = 18.1% | Pin1 inh = -0.3% | USP1 inh = -10.0% | TrxR1 substrate = -19.0% | Tb PGK inh = -12.6% | PI4K2A block = -21.0

Carrying on.
SMILES	HP1b chromo inh	TrxR1 inh	mIDH1 inhibitor	GLS inhibitor	Pin1 inh	USP1 inh	TrxR1 substrate	Tb PGK inh	PI4K2A block
COc1ccc(OC)c(NC(=O)c2cn3c4c(ccc(Cl)c4c2=O)OC(C)C3)c1 (centres undefined)	28.1%	14.1%	-4.8%	5.2%	?	-2.4%	-1.8%	-6.6%	-2.9
Cc1ccc(C(=O)NCCCn2ccnc2)cc1[N+](=O)[O-]	7.4%	33.7%[57.1 µM]	6.0%	5.7%	1.1%	-6.4%	13.1%[57.1 µM]	-4.7%	-1.2
O=C(N/C=C\c1ccccc1)NCc1ccc(Cl)cc1Cl	-12.5%	10.2%[57.1 µM]	2.6%	1.1%	19.8%	-19.6%	-9.3%[57.1 µM]	-12.7%	-2.6
Cc1cc(C)c(NC(=O)CSc2nc3nccnc3c(=O)n2CCc2c[nH]c3ccccc23)c(C)c1	33.2%	19.0%	-7.1%	5.1%	7.7%	-4.8%	4.9%	-1.3%	-1.3
COc1ccccc1CC(=O)Nc1ccc2nc(C)sc2c1	11.0%	5.0%	-3.3%	0.5%	-5.5%	-17.4%	-0.2%	-2.0%	1.6
Cc1ccc(C2C3=C(CC(C)(C)CC3=O)Nc3[nH]c(=S)[nH]c(=O)c32)cc1 (centres undefined)	28.7%	-26.6%	3.4%	-22.8%	-3.6%	-6.2%	-3.9%	-7.2%	-0.4
Cc1ccc(C)c(Nc2nc3ccccc3[nH]2)c1	37.3%	-32.9%	-10.2%	42.0%[activator]	0.7%	-9.7%	-17.4%	8.8%	1.7
COc1ccc(C(=O)N(C)Cc2nc3ccccc3c(=O)[nH]2)cc1S(=O)(=O)N1CCCC1	35.8%	20.7%	1.8%	0.6%	-1.2%	-5.9%	2.1%	1.6%	-0.4
CCC(C)(C)NC(=O)CN(C(=O)CCC(=O)Nc1nccs1)c1ccccc1C	10.6%	12.9%[11.4 µM]	-0.2%	4.8%	1.5%	-6.1%	8.0%[2.29 µM]	1.7%	1.8

Bioassay records as filed in PubChem.
